# Source: PubChem
# Arr AP2 block: human beta-arrestin and AP2 interaction inhibition; hit rate 0.31% among 340,000; FITC-arrestin peptide / GST-AP2 beads, flow cytometry; AP2 beta2 appendage carries R879A mutation; AID 504490; inhibition, % at 10 µM;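 active = inhibition above a set limit, near 3 SD of compounds lacking own fluorescence, cut at about 54% in these data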;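 note: plate controls were DMSO wells for no effect and 5 µM unlabelled arrestin peptide for full effect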
#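 Material – AP2 appendage R879A on GSH beads · Buffer or medium – PBS with 0.05% Tween 20 and 0.1% BSA · Probe or stimulus – fluorescein-tagged arrestin peptide at 50 nM final · Incubation – compound with beads 12 min RT, then probe 1 h RT · Detection – high-throughput flow cytometry of beads, ex 488, em 535 nm · Evaluation – percent response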
# PfHsp90 yeast 2: reduces growth (ATP signal) of yeast expressing P. falciparum Hsp90; S. cerevisiae expressing PfHsp90, BacTiter-Glo ATP, 48 h; yeast lacking PDR1 and PDR3 efflux regulators; inhibition, % at 9.4 µM; hit rate 0.32% among 310,000; AID 504621;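 active = every replicate shows inhibition above about 80%, whatever the replicate mean, limit read from the data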;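 note: 0% = DMSO neutral controls and 100% = 20 µM radicicol positive controls; yeast relying on Plasmodium falciparum Hsp90 in place of its own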
# SUMO Mot1 rescue: SUMOylation pathway inhibition by Mot1-301 growth rescue; S. cerevisiae Mot1-301 growth rescue, ATP luminescence, 38.5C; percent above DMSO median, 100 means doubled; growth rescue, % at 18.8 µM; hit rate 1% among 320,000; AID 2716;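 active = every valid replicate shows activation above 250% relative to neutral control wells; inactive = the rest, any valid replicate at or below 250%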;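 note: OY570 slx delta 5 strain wells were the positive control but not used for scaling; some compounds called inactive have numbers as strong as hits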
# Tat export inh: E. coli Tat transport inhibition. AID 488895. inhibition, % at 10 µM. E. coli MC4100 TorA-mCherry Tat export, fluorescence. hit rate 0.036% among 340,000;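 active = mean replicate inhibition at least 50% and at least half of replicates individually reaching 50%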;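 note: exported cargo escapes ClpAP degradation while cytoplasmic cargo is degraded and loses fluorescence; 0% = median of neutral control wells and 100% = median of NaSCN control wells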
# Ecoli viability: counter-screen for AddAB inhibitors: E. coli growth inhibition. AID 449728. inhibition, % at 11.9 µM. E. coli V3065 growth, OD600 absorbance, 18 h. hit rate 0.27% among 330,000;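 active = inhibition above the campaign's mean inhibition across all tested compounds plus 3 SD, cut at about 9.9% in these data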;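 note: uninfected addAB+ strain grown without phage in ampicillin broth; 0% = DMSO wells and 100% = ciprofloxacin 0.95 µg/ml wells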
# MOR-DOR ag: OPRM1-OPRD1 heterodimerization agonism | cells, luminescence | activation, % at 9.3 µM | P35372+P41143 | hit rate 0.3% among 340,000 | AID 504326; in the data active = activation above about 18%;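 note: 0% = vehicle-treated cells and 100% = reference agonist; values of inactives mirror those of a sister screen read the other way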
# MOR-DOR inv ag: mu-delta opioid heterodimer inverse agonism | P35372+P41143 | cell-based MOR-DOR heterodimer luminescence | inhibition, % at 9.3 µM | hit rate 0.21% among 340,000; in the data active = inhibition above about 22%, passing the limit was not always enough;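 note: 0% = cells with DMSO and 100% = wells without cells with DMSO; values of inactives mirror those of a sister screen read the other way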
# AddAB inh: less growth of phage-infected E. coli with AddAB | E. coli expressing H. pylori AddAB, absorbance growth | inhibition, % at 11.9 µM | hit rate 0.29% among 330,000 | AID 435030; in the data active = inhibition above about 12%;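 note: 0% = vehicle wells of infected cells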
# phage Ecoli inh: E. coli growth loss with phage present. hit rate 0.26% among 360,000. growth absorbance. inhibition, % at 11.9 µM; in the data active = inhibition above about 11%
# PKA-R1A act: activates the PKA-R1A holoenzyme complex; P00514+P68181; PKA-R1A dissociation, Cy5-IP20 fluorescence polarization; scaled: DMSO 0%, 113 µM cGMP 100%; activation, % at 11.4 µM; hit rate 0.083% among 340,000; AID 504707;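 active = percent activation above the mean of all tested compounds plus 3 SD, cut at about 19% in these data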;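 note: higher means more PKAc released from R1A so a rise in polarization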
# Pemphigus Ab inh: inhibitors of pemphigus antibody binding to human desmoglein-3 | P32926 | DSG3-coupled beads, scFv-anti-DSG3-GFP binding, flow cytometry; hits give low values | binding (percent of control), % at 10 µM | hit rate 0.48% among 310,000 | AID 588358;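 active = binding more than 3 SD below its plate's average and above zero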;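 note: hits lower antibody fragment binding to DSG3; some compounds called inactive have numbers as strong as hits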
# Target sequence (P32926 whole entry, looked up, the tested form may be a part): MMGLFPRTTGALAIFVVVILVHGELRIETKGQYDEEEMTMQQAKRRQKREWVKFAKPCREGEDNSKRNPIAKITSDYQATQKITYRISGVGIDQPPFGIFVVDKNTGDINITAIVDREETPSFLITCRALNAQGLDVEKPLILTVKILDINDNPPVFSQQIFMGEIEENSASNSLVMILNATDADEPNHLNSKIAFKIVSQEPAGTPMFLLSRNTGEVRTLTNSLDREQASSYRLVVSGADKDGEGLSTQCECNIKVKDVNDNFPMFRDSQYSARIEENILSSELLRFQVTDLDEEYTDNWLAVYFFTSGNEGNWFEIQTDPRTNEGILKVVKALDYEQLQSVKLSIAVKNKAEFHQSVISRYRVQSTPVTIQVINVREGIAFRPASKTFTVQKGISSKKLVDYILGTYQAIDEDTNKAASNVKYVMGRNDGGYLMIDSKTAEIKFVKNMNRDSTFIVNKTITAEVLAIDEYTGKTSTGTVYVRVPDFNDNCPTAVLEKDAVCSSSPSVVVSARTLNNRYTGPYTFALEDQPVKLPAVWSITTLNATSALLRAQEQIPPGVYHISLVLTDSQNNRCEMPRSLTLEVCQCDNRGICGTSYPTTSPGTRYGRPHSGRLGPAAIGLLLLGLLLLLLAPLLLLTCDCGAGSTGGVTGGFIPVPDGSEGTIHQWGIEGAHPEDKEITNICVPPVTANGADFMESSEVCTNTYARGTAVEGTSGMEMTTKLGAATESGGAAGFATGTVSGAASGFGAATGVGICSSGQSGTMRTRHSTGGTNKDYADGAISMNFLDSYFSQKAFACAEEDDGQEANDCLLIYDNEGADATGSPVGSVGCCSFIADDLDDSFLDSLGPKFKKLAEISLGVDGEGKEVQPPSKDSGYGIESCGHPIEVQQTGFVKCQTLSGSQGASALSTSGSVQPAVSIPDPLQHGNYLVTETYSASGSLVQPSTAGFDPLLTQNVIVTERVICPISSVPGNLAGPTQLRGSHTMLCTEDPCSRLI
# * = called active by the depositor; · = not tested or not shown.
no.	Molecule	Arr AP2 block	PfHsp90 yeast 2	SUMO Mot1 rescue	Tat export inh	Ecoli viability	MOR-DOR ag	MOR-DOR inv ag	AddAB inh	phage Ecoli inh	PKA-R1A act	Pemphigus Ab inh
1	COCCN(C(=S)Nc1ccccc1OC)C(C)c1cccs1 (stereo unspecified)	-6	-14	-10	-2	1.5	-1.5	8	2.4	1.3	1	109
2	Cc1ccc(NC(=O)CCSc2nnc(C)s2)cc1	1	·	-17	4	-0.8	-2.4	12	2.8	1.6	2	·
3	Cc1ccc(S(=O)(=O)N2CCCCC2)cc1NC(=O)COC(=O)c1cc[n+]([O-])cc1	8	-20	-24	-3	-0.2	-1.0	5	1.4	1.2	4	102
4	COc1ccc(-c2nc(CN3CCCC(C(=O)NC4CCCC4)C3)c(C)o2)cc1 (stereo unspecified)	-4	3	-2	8	-1.7	-2.1	12	2.6	3.1	6	99
5	O=C(NNC(=O)c1ccccc1-n1cccc1)c1ccc(F)cc1	13	-9	7	1	0.1	-0.6	3	-0.2	2.3	2	106
6	Cc1cccc(C)c1NC(=O)CCc1nnc2ccc(N3CCCC3)nn12	-7	-4	-3	2	0.0	-2.5	13	2.7	2.3	0	85
7	COC(=O)c1ccccc1NC(=S)N(Cc1ccc2c(c1)OCO2)Cc1cc2cccc(C)c2[nH]c1=O	14	-8	-10	1	-0.8	1.9	-9	1.0	0.0	4	68
8	CCN(CC)CCCNC(=O)c1cc2c(-c3ccc(Cl)cc3)nn(C)c2s1	-4	3	-4	1	-1.1	1.6	-8	4.7	0.6	2	92
9	COC(=O)C(NC(=O)c1ccccc1C)(Nc1ncc(S(=O)(=O)c2ccc([N+](=O)[O-])cc2)s1)C(F)(F)F (stereo unspecified)	-1	·	4	-1	-0.6	5.9	-35	1.6	3.7	-5	·
10	OC(COc1ccc(OCc2ccccc2)cc1)CN1CCCCC1 (stereo unspecified)	1	-9	13	2	-1.4	1.3	-6	1.2	-0.6	3	125
11	CCOC(=O)c1c(C)[nH]c(C(=O)CN2C(=O)NC(C)(CC(C)C)C2=O)c1C (stereo unspecified)	9	9	·	-11	2.8	-4.5	21	1.0	1.3	-6	97
12	COc1ccc(CCNc2ccc(C(CC(N)=O)NC(=O)c3ccccc3)cc2[N+](=O)[O-])cc1 (stereo unspecified)	-6	-8	-1	-6	-0.4	-0.5	3	-1.1	1.6	-12	109
13	COc1ccc(C(=O)NCc2ccc(N3CCN(C(=O)OC(C)(C)C)CC3)cc2)cc1	-8	-8	-8	2	0.5	-0.5	3	0.6	4.4	12	106
14	CCn1c(SCC(=O)O)nnc1-c1ccc(S(=O)(=O)N2CCCC2)cc1	-1	10	3	-2	-3.3	-1.7	9	-0.9	0.4	0	105
15	Cc1noc(NS(=O)(=O)c2ccc(NC(=O)CSc3nnc(-c4ccccc4)n3C3CCCCC3)cc2)c1C	1	12	-2	-2	-0.4	-0.2	1	1.0	3.4	4	108
16	CCC1SC2=NC(C)=C(C(=O)OCC(C)C)C(/C=C/c3ccccc3OC)N2C1=O (stereo unspecified)	0	2	40	-1	1.0	-2.4	13	0.6	5.4	-5	·
17	FC(F)(F)c1cc(-c2ccccc2)nc2ncnn12	-5	-2	-6	-9	-0.6	-0.3	2	-1.8	0.9	8	93
18	COC(=O)c1c(C(=O)OC)c(-c2cccc(F)c2)n2c1CS(=O)C2 (stereo unspecified)	-1	0	0	-6	-0.3	-4.0	18	-0.4	1.6	-10	98
19	COc1ccc(S(=O)(=O)N(C)C[C@H]2Oc3ccc(NC(=O)Cc4ccccc4)cc3C(=O)N([C@H](C)CO)C[C@@H]2C)cc1	-5	2	-12	-1	-2.1	-1.6	9	0.2	1.1	-7	101
20	O=C(COC(=O)[C@@H]1CCCN1S(=O)(=O)c1ccc(Cl)cc1)NC1CCS(=O)(=O)C1 (stereo partly specified)	2	·	-13	-5	1.5	0.0	0	1.6	3.7	-8	107
21	CCOC(=O)CC1COCCN1C(=O)CCc1nnc(-c2ccsc2)o1 (stereo unspecified)	3	-8	-10	-2	2.7	-1.6	12	4.5	3.7	4	111
22	O=C(CN1CCSCC1)N/N=C/c1ccc(F)cc1	3	-8	-17	-3	2.0	-2.3	12	1.3	·	-3	·
23	CCCc1cc2c(cc1NC(=O)c1ccccc1F)OCO2	-3	1	·	-5	1.7	-0.6	3	0.5	1.2	-6	·
24	CC1CCN(C(=O)c2cc(S(=O)(=O)N3CCOCC3)ccc2N2CCCC2)CC1	26	-38	10	-3	-1.2	-3.5	14	1.1	-1.5	-3	100
25	CCCn1c(N)c(C(=O)CSc2n[nH]c(-c3ccc(C)cc3)n2)c(=O)[nH]c1=O	0	·	5	-13	0.2	-1.3	7	-0.2	1.6	-1	91
26	CCN(Cc1cn2cccnc2n1)C1CCCCC1	-14	12	12	-5	-1.1	-1.2	6	3.5	6.8	5	95
27	C[C@@H](NC(=O)c1nc[nH]c1C(=O)N[C@@H](CCCCNC(=O)OC(C)(C)C)C(=O)OC(C)(C)C)c1ccccc1	-1	-1	140	27	-1.6	5.7	-33	-1.6	3.3	-12	101
28	CC1CC(C)CN(CCCNC(=O)c2cc3c(s2)-c2ccccc2OC3)C1 (stereo unspecified)	20	9	6	3	-1.2	3.6	-19	-1.3	3.4	-2	104
29	CN(CP(=O)(O)CN(C)S(C)(=O)=O)S(C)(=O)=O	12	-5	194	-5	0.4	-0.8	4	2.2	2.6	5	104
30	c1ccc(COc2ccc(CNCc3cccs3)cc2)cc1	-7	-3	27	3	1.2	6.8	-36	2.1	5.2	-12	103
31	ClCc1cc2ccccc2nc1Cl	0	-3	7	0	1.9	-1.4	7	5.3	1.3	11	100
32	COC(=O)c1nnn(-c2nonc2N)c1CSCCO	25	-15	-5	-14	-1.4	-2.4	10	2.7	3.0	5	110
33	CC1(OC(=O)C2CCCC2)C(=O)C=C2C=C3CCCCN3C=C2C1=O (stereo unspecified)	18	0	14	4	-1.0	4.6	-27	1.8	·	-6	103
34	CCOC(=O)CSc1nnc(-c2ccc(S(=O)(=O)N3CCOCC3)cc2)n1-c1ccccc1	1	14	4	7	1.5	-3.0	16	0.4	3.1	-1	102
35	CCOC(=O)N1CCN(S(=O)(=O)c2ccc(C(=O)N(CCCN(C)C)c3nc4ccc(OC)cc4s3)cc2)CC1	6	-7	1	-2	0.7	-1.2	5	0.9	1.9	-15	111
36	CN(C)c1ccc(NC(=O)CN2C(=O)CC(c3ccccc3)=Nc3ccccc32)cc1	23	-43	-3	-1	2.3	4.8	-28	0.2	-0.3	-10	111
37	CN(CCO)c1cnccn1	-3	-19	580*	0	-3.8	-4.3	22	5.0	2.0	6	81
38	CN(C)C(=O)CSc1nnc(Cc2ccc3c(c2)OCO3)o1	37	5	-1	2	-0.7	-2.6	12	0.6	2.2	-3	98
39	CCOC(=O)C(C)/C(C)=N/NC(=O)CCC(=O)Nc1cc(C)ccc1C (stereo unspecified)	11	-31	-2	10	-2.4	-2.8	14	-1.6	4.0	-12	104
40	COCCn1c(C)cc2c(c1=O)C(c1ccco1)C(C#N)=C(N)O2 (stereo unspecified)	-9	-15	133	1	-0.4	-2.5	13	0.1	3.1	1	97
41	CC(C)=CCC/C(C)=C/CNC(=O)C[C@H]1C[C@H](C(=O)N2CCCCC2)[C@@]2(CCc3ccccc3)c3[nH]c4cc(-c5ccco5)ccc4c3CCN2C1=O	7	-15	·	-4	-0.9	-2.8	14	-3.3	·	-3	92
42	CCOC(=O)C1=CNS(=O)(=O)NC1c1ccc(C[C@H](NC(=O)CNC(=O)CCc2ccccc2)C(N)=O)cc1 (stereo partly specified)	32	10	·	-9	3.6	-2.9	15	0.6	2.9	-4	104
43	Cn1cc(CN2CCC(C(=O)Nc3cccc(-c4cccc(F)c4)c3)CC2)cn1	8	-23	1	1	-2.0	-1.1	6	0.9	2.5	-4	108
44	CCN(CC)c1ccc(S(=O)(=O)N2CCOCC2)cc1NC(=O)Nc1ccccc1	-3	·	-6	-1	3.0	0.2	-1	0.2	0.2	-8	94
45	Cc1cccc(C(=O)Oc2ccc(/C=N/NC(=O)c3ccccc3O)cc2)c1	6	29	3	-3	-0.1	2.3	-12	3.2	2.6	-9	101
46	COC(=O)CC(c1ccc(OC)c(OC)c1)c1ccc(OC)c(OC)c1	0	·	-13	3	-0.6	-2.5	13	-0.3	0.5	-1	106
47	CCC(C)(C)NC(=O)C(c1cccn1C)N(C(=O)Cn1nnc2ccccc21)c1ccc(OC)cc1OC (stereo unspecified)	11	-44	27	13	-2.5	1.3	-8	4.4	-1.2	2	·
48	O=C(NCCCn1ccnc1)c1cc(-c2cccs2)on1	-6	22	-11	-1	1.9	-1.9	10	0.6	2.8	3	99
49	CCOc1ccccc1NC(=S)N1CCN(c2ccccc2)CC1	-2	-8	0	-3	0.8	-1.2	6	3.5	-1.3	-2	112
50	O=C(Nc1ccc(F)cc1)c1ccccc1	2	19	0	6	1.7	0.6	-4	1.3	3.3	1	102
51	Cc1ccc(-c2nnc(N)s2)cc1	-5	-9	8	-10	3.0	-1.8	8	8.0	3.3	2	·
52	O=C1NC(=O)/C(=C\c2ccc(Br)o2)S1	13	-2	2	-8	1.0	-3.4	19	1.3	-0.2	-9	103
53	C(=N\c1nc2ccccc2n1CCN1CCCCC1)/c1ccc2c(c1)OCO2	1	-10	8	-3	-2.6	·	·	1.7	2.7	3	99
54	COc1ccc(-c2cc(-c3ccc(OC)cc3)[nH]n2)cc1	21	0	-10	2	-1.5	1.1	-6	0.9	3.4	-14	98
55	CCOC(=O)c1cc2c(=O)n3ccccc3nc2n(CCCOC)c1=NC(=O)c1ccncc1	14	·	·	5	-0.1	-0.5	2	3.3	0.3	-12	118
56	O=C(NC1CCCC1)c1nc2c(nnn2Cc2cccc(Cl)c2)c(=O)[nH]1	-3	·	-7	9	-1.7	-3.4	17	-0.5	2.5	-3	92
57	COc1ccc2[nH]c(C)c(CCN(Cc3cccs3)C(=S)Nc3ccccc3OC)c2c1	11	7	0	-6	-1.1	-1.2	7	1.4	1.8	-12	97
58	CCOC(=O)C1CCN(S(=O)(=O)CCNC(=O)c2ccc3c(c2)OCO3)CC1	-1	·	3	0	-1.5	-0.3	2	0.3	3.0	-4	99
59	O=C(NC1CCCCC1)c1n[nH]c2c1CCCCC2	0	-20	364*	1	-1.7	-1.6	10	2.3	2.9	-7	101
